Compound activity from PubChem BioAssay.
MazF activator – increases E. coli MazEF RNase cleavage of RNA. 0.32% of 350,000 active. AID 504720. P0AE70. activation, % at 20 µM. FAM/BHQ RNA-DNA oligo cleavage fluorescence, 5 h; in the data active = activation above about 50%
Target sequence (P0AE70 whole entry, looked up): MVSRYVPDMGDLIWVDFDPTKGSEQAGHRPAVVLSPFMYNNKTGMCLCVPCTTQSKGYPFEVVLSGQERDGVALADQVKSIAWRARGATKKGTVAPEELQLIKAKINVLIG
GDH-TPI counter – GDH-TPI coupled enzyme inhibition counter-screen; 1.2% of 360,000 active; GDH-TPI coupled enzyme counterscreen, NADH absorbance; inhibition, % at 4.8 µM; in the data active = inhibition above about 30%;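 note: 0% = DMSO wells and 100% = wells lacking the enzyme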
3CLpro inhibitor – SARS-CoV 3CLpro protease inhibition; AID 1706; 0.14% of 290,000 active; recombinant SARS-CoV 3CLpro, quenched FRET peptide cleavage; inhibition, % at 6 µM; in the data active = inhibition above about 12%
Vc quorum ag – inducers of Vibrio cholerae quorum light production without autoinducers. V. cholerae BH1578 lux reporter, luminescence, 6 h. activation, % at 18.7 µM. 0.16% of 350,000 active; in the data active = activation mostly above about 9.7%, no sharp cut-off; note: not every result past the cut was called active; inactives centre near 0; reference of the scale not given here
BioA inh – blocks M. tuberculosis BioA enzyme activity | purified M. tuberculosis BioA enzyme, plate reader | inhibition, % at 9.99 µM | 0.096% of 360,000 active; in the data active = inhibition above about 40%
PriA SSB inh – inhibitors of Klebsiella pneumoniae PriA binding to SSB C-terminal tail | AlphaScreen SSBct-PriA binding, biotinylated peptide | inhibition, % at 33 µM | 0.6% of 430,000 active; in the data active = inhibition mostly above about 37%, no sharp cut-off; inactive = mostly below about 20%;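 note: plate controls were negative control peptide for no effect and reference peptide for full effect; strong numbers were not always called active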
UGM FP inh – blocks M. tuberculosis UGM enzyme. 0.06% of 320,000 active. inhibition, % at 10 µM. P9WIQ1. purified UGM, fluorescence polarization probe displacement; in the data active = inhibition above about 10%, passing the limit was not always enough
Target sequence (P9WIQ1 whole entry, looked up): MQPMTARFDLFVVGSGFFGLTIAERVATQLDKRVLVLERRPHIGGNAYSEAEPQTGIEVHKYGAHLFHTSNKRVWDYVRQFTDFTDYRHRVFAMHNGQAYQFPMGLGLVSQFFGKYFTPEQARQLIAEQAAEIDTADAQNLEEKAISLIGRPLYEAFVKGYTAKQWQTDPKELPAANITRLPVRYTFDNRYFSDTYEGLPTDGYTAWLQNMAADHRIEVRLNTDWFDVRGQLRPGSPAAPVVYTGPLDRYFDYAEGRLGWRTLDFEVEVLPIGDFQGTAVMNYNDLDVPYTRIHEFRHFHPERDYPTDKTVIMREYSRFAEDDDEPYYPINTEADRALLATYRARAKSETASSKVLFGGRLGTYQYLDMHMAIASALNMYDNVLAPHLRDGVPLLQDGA
VHR inh abs – DUSP3 (human) phosphatase inhibition; P51452; recombinant VHR phosphatase, pNPP absorbance; inhibition, % at 13.3 µM; 0.52% of 290,000 active; AID 1654; in the data active = inhibition above about 50%; note: some compounds called inactive have numbers as strong as hits
Target sequence (P51452 whole entry, looked up): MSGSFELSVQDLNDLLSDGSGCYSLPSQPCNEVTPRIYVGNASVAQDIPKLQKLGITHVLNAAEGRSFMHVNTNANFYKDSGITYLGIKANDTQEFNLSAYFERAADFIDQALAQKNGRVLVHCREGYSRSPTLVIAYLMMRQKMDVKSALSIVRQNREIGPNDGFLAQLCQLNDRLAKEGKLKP
Mtb FBA inh – inhibits M. tuberculosis FBA enzyme; P9WQA3; inhibition, % at 1 µM; purified M. tuberculosis FBA, fluorescence read-out; 2.3% of 360,000 active; in the data active = inhibition above about 27%;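 note: 0% = vehicle and 100% = reference inhibitor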
Target sequence (P9WQA3 whole entry, looked up): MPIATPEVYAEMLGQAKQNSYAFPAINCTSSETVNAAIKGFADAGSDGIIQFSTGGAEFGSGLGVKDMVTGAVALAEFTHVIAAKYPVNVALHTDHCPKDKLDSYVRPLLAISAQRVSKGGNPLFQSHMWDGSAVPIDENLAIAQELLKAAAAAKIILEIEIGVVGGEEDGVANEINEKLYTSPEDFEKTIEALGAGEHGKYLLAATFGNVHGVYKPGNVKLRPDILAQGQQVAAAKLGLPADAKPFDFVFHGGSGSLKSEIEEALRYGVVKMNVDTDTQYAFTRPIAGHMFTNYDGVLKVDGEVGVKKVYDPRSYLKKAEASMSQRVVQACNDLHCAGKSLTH
Rv3671c inh – inhibitors of M. tuberculosis serine protease Rv3671c; P9WHR9; inhibition, % at 5.96 µM; 0.048% of 320,000 active; AID 2606; in the data active = inhibition above about 38%;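 note: extracellular domain of Rv3671c used as enzyme; 0% = enzyme with DMSO and 100% = no enzyme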
Active calls of the source: *; i = inactive; nt = no result given; & = joins results of further samples; ! = not active in a repeat.

SMILES | MazF activator | GDH-TPI counter | 3CLpro inhibitor | Vc quorum ag | BioA inh | PriA SSB inh | UGM FP inh | VHR inh abs | Mtb FBA inh | Rv3671c inh
O=C(CSc1ccc(S(=O)(=O)N2CCOCC2)cn1)Nc1ccc(OC(F)F)cc1 | -10 | -1 | nt | i | 1.6 | -4 | 2.3 | nt | -1 | -2
Cc1ccc(NC(=O)CN2C(=O)NC(C)(C3CC3)C2=O)c(C)c1 (centres undefined) | 2 | 7 | nt | i | nt | -2 | 0.0 | nt | 1 | -5
Nc1ncnc2c(C3OC(CO)C(O)C3O)c[nH]c12 (centres undefined) | 7 | -3 | nt | i | nt | -14 | nt | nt | 0 | nt
C=COCCNC(=S)N1CCOCCOCCN(C(=S)NCCOC=C)CCOCCOCC1 | 2 | 0 | 0 | i | nt | 2 | -0.4 | 8 | 5 | 3
CCCCCC(=O)N1C[C@@H](n2cc(C3CC3)nn2)[C@H](O)C[C@@H]1c1ccc(Cl)cc1 | 5 | 1 | nt | i | -1.8 | nt | nt | nt | 3 | nt
Cc1ccc(NC(=O)c2nccnc2C(=O)O)cc1C | -1 | 2 | 0 | -0.2 | 1.0 | -3 | 2.0 | 29 | -2 | -1
Nc1ccccc1C(=O)NC1CCCNC1=O (centres undefined) | 1 | -2 | nt | -0.5 | -0.6 | 4 | 1.1 | nt | 61* | 1
O=C(Cc1nc2ccccc2[nH]1)c1cccc([N+](=O)[O-])c1 | 6 | 9 | 3 | 0.3 | nt | -6 | 0.6 | 13 | 12 | 1
Cc1cc(C)n2c(SCC#N)nnc2n1 | 3 | 15 | 2 | -0.6 | -5.1 | -12 | 0.0 | -15 | 4 | -5
CCCn1c(CCc2ccccc2)nnc1SCC(=O)N1CCOCC1 | 6 | 3 | 0 | i | 1.6 | -5 | -3.1 | -9 | 0 | 5
CN1CCN(c2ccc(-c3cc(NC=O)c4ncc(-c5ccc(F)c(Cl)c5)n4c3)cc2)CC1 | nt | 19 | nt | i | -1.8 | nt | nt | nt | 2 | nt
O=C(NCc1ccc(F)cc1)C1CCCN1C(=O)Nc1ccc(F)cc1 (centres undefined) | 9 | -2 | -1 | 0.8 | -0.7 | -6 | -0.3 | 4 | 3 | -7

Of the compounds above, these contain two or more sulfur atoms.
SMILES | MazF activator | GDH-TPI counter | 3CLpro inhibitor | Vc quorum ag | BioA inh | PriA SSB inh | UGM FP inh | VHR inh abs | Mtb FBA inh | Rv3671c inh
O=C(CSc1ccc(S(=O)(=O)N2CCOCC2)cn1)Nc1ccc(OC(F)F)cc1 | -10 | -1 | nt | i | 1.6 | -4 | 2.3 | nt | -1 | -2
C=COCCNC(=S)N1CCOCCOCCN(C(=S)NCCOC=C)CCOCCOCC1 | 2 | 0 | 0 | i | nt | 2 | -0.4 | 8 | 5 | 3

(more compounds)
SMILES | MazF activator | GDH-TPI counter | 3CLpro inhibitor | Vc quorum ag | BioA inh | PriA SSB inh | UGM FP inh | VHR inh abs | Mtb FBA inh | Rv3671c inh
CCOc1ccc2oc(C(=O)N3CCN(Cc4ccccc4)CC3)c(C)c2c1 | -8 | 0 | -3 | -3.8 | 0.7 | -3 | -0.9 | 20 | 2 | 1
CN(Cc1ccc(F)cc1)C(=O)c1sccc1-c1ccccc1 | -4 | -6 | -4 | 0.4 | -0.6 | -16 | -1.2 | -11 | -3 | nt
Cc1ccc(S(=O)(=O)c2c(C)cc(C)nc2Cl)c(C)c1 | 2 | 25 | -2 | 0.1 | -12 | -16 | 0.3 | 3 | 3 | 2
O=C(c1ccccc1F)N1CCN(c2ccccn2)CC1 | 0 | 16 | 0 | i | -0.2 | 4 | -1.9 | 26 | 2 | nt
NC(=O)[C@@H]1CCCN1C(=O)[C@@H](Cc1cnc[nH]1)NC(=O)[C@@H]1CCC(=O)N1 | 3 | 2 | nt | -1.7 | -0.9 | -8 | 0.1 | nt | 3 | -4
CNc1ncnc(Sc2ccc(Cl)cc2)c1[N+](=O)[O-] | -1 | 2 | 4 | i | -2.2 | -5 | 2.8 | 23 | -2 | 4
CC(=O)OCC(OC(C)=O)C(OC(C)=O)C(OC(C)=O)C(=O)Nc1ccccc1 (centres undefined) | 0 | 1 | 3 | -0.5 | nt | -8 | -0.5 | 4 | 0 | -2
Cc1cccc(N(Cc2ccccc2)C(=O)c2ccc(S(C)(=O)=O)cc2)c1 | -11 | 5 | 0 | 0.8 | 3.0 | 2 | -3.4 | 34 | 1 | -6
CCCn1nc(C(=O)NNC(=O)c2cc(S(=O)(=O)NC)ccc2Br)c2ccccc2c1=O | -3 | 9 | nt | i | nt | 2 | 2.2 | nt | 2 | -3
CC1(C)CC(=O)/C(=C(\O)c2ccccc2)C(=NCCO)C1 | 7 | 5 | -2 | -0.4 | -2.0 | nt | -1.1 | 3 | 0 | -7
O=c1cn[nH]c2ccc(Br)cc12 | 28 | 30 | nt | -2.0 | nt | -2 | nt | nt | -3 | nt
CC(C)CC(=O)NC(=S)Nc1ccc(S(=O)(=O)Nc2nccs2)cc1 | 11 | 3 | 1 | -0.2 | nt | -12 | 2.5 | -7 | 1 | -2
CCOC(=O)C1(Cc2cccc(Cl)c2)CCCN(C(=O)c2cccc(C)n2)C1 (centres undefined) | 5 | 7 | 3 | -0.1 | nt | -5 | -2.4 | -1 | 0 | 0
O=C(NNC(=O)c1ccccc1F)c1ccc(-c2ccccc2Cl)o1 | 2 | 16 | nt | -1.0 | -0.5 | nt | nt | nt | 1 | nt
O=C(COC(=O)C1CC1)Nc1ccc2c(c1)OCO2 | -6 | 2 | -4 | -0.7 | nt | 3 | -1.4 | 31 | -2 | 1
CCC(=O)c1ccc(OCC(O)CN2CCOCC2)cc1 (centres undefined) | 8 | -1 | -3 | i | -0.7 | -5&-2 | -1.3 | -6 | 2 | 4
NC(=NCCc1ccccc1)NS(=O)(=O)c1ccccc1 | -2 | 0 | -9 | i | -1.8 | -4 | 1.0 | -5 | -1 | 11
O=C(Nc1cccnc1Cl)c1cc(-c2ccc(O)cc2)on1 | 8 | 0 | 3 | -0.1 | -1.6 | -7 | -0.4 | 23 | -2 | -26
COC(=O)[C@]1(Cc2ccccc2)N[C@H](CN(C)C(=O)Nc2ccc(OC)cc2)[C@@H]2C(=O)N(C)C(=O)[C@@H]21 | -9 | 9 | nt | i | -1.2 | 7 | nt | nt | -4 | -3
CCN(CC)S(=O)(=O)c1ccc(Cl)c(NC(=O)COC(=O)c2c(C)noc2C)c1 | 0 | 6 | 2 | i | nt | -8 | 2.6 | -13 | 1 | 17
CN(C)CCCN(C(=O)c1ccc(C(=O)c2ccccc2)cc1)c1nc2cc3c(cc2s1)OCCO3 | 5 | 8 | -1 | 0.6 | -1.8 | 41*! | 0.1 | 2 | 4 | 0
COC(=O)c1ccc(NS(=O)(=O)c2cc3c4c(c2)CCN4C(=O)CC3)cc1 | 1 | -1 | nt | -0.9 | -0.7 | 1 | 2.4 | nt | -2 | 8
COC(=O)c1ccccc1NC(=O)CSc1nnc(-c2cccnc2)o1 | -2 | -7 | 1 | -0.2 | -3.9 | -4 | 4.3 | -2 | 1 | 6
COc1ccc(OCc2nnc(SCC(=O)N3CCOCC3)o2)cc1 | 10 | 0 | 3 | i | nt | -10 | 1.1 | 31 | -3 | -1
COc1cccc(-c2cc(C(=O)N3CCN(C(=O)c4ccco4)CC3)[nH]n2)c1 | 3 | 2 | 1 | i | 2.0 | -11 | -1.0 | 12 | 0 | -3
CC(=O)c1ccc(NC(=O)c2noc(C)c2[N+](=O)[O-])cc1 | 4 | -1 | -2 | 1.5 | -0.6 | 3 | 0.9 | 18 | -1 | 3
Cc1ccc(NC(=O)c2ccc(Cl)c(S(=O)(=O)NCc3ccco3)c2)c(O)c1 | 8 | 6 | nt | -7.1 | -0.2 | -9 | -2.1 | nt | 0 | -10
CCN(CC(=O)Nc1ccccc1C(F)(F)F)C(=O)CN1C(=O)NC2(CCCCC2)C1=O | -1 | 3 | nt | -0.7 | 0.2 | -3 | -2.2 | nt | 0 | 10
CC(C)C[C@@H](CNCC(=O)[C@H](CC(C)C)NC(=O)c1[nH]cnc1C(=O)N[C@H](CN)CC(C)C)NC(=O)c1nc[nH]c1C(=O)N[C@@H](Cc1ccccc1)C(=O)O | 5 | 1 | nt | 0.9 | 1.7 | -5 | nt | nt | -4 | nt
O=C(c1ccccc1F)N1CCN(c2ccccc2)CC1 | -9 | -12 | 1 | i | -1.7 | 10 | 1.9 | -1 | 2 | -4
CC(C)C(=O)O/N=C1\CCS(=O)(=O)c2sccc21 | 3 | 3 | 1 | -0.3 | nt | nt | -0.4 | -8 | -3 | 5
Cc1c(C(=O)N2CCOCC2)c(S(=O)(=O)Nc2cccc(Br)c2)c(C)n1C | 2 | 8 | 2 | -0.2 | -0.3 | -3 | 4.0 | 1 | 1 | 10
CCOc1ccc(S(=O)(=O)NCCC(=O)N(CC)CC(=O)Nc2c(F)cccc2F)cc1 | 2 | -2 | nt | -0.6 | -0.7 | 2 | -1.7 | nt | 0 | 12
CCCCCCC[n+]1ccc(-c2cc[n+](CCCCCCC)cc2)cc1 | 8 | 5 | 3 | -0.3 | -1.2 | -24 | -1.6 | -2 | 2 | -3
O=C(OCC(=O)c1ccc(Cl)s1)c1ccc(CO)cc1 | 2 | 8 | nt | -5.0 | 0.6 | -18 | -1.2 | nt | 3 | 4
O=C1C=C(C#Cc2ccc(Oc3ccccc3)cc2)C[C@@H](c2ccc(F)cc2)C1 | 1 | 18 | nt | i | -2.3 | nt | nt | nt | 0 | nt
COc1ccccc1NC(=O)C(C)OC(=O)Cc1n[nH]c(=O)c2ccccc12 (centres undefined) | -10 | -1 | nt | i | 0.2 | 4 | -0.1 | nt | 4 | 5
CCn1c(CNC(=O)c2cccc(C)c2)nnc1SCC(=O)NC1CCCC1 | -9 | 3 | 2 | -0.3 | 3.3 | 2 | -0.3 | -58 | 2 | 13
CCc1ccc2c(c1)c1nnc(NN)nc1n2C | 5 | 23 | 4 | 1.3 | 0.1 | 6 | -3.5 | 16 | 2 | 1
CN(CCO)C(=O)CCC(=O)Nc1ccc(S(N)(=O)=O)cc1 | 6 | -2 | -2 | 1.2 | -1.2 | 3 | -4.3 | -4 | 2 | -3
CCO/C=C/C(=O)N(C)CCC#N | 0 | -16 | 3 | i | -0.1 | -2 | -4.6 | 6 | 1 | -1
CCN(CC)c1ccc(CNc2nc3ccccc3n2CCN2CCCCC2)cc1 | 1 | -3 | 0 | -0.6 | nt | 37 | -5.4 | 19 | -1 | -2
Cc1ccc(S(=O)(=O)Cc2cc(F)c([N+](=O)[O-])cc2[N+](=O)[O-])cc1 | 2 | 0 | 5 | -0.4 | 0.5 | 5 | 3.3 | 12 | -5 | -2
CCCCn1nc(C(=O)Nc2c(C)n(C)n(-c3ccccc3)c2=O)c2ccccc2c1=O | 2 | 6 | nt | i | -1.2 | -3 | 0.6 | nt | 3 | 3
O=C(O)/C=C/c1cn(-c2ccccc2)nc1-c1ccc(-c2ccc([N+](=O)[O-])cc2)o1 | -8 | 11 | -3 | -0.4 | 0.4 | -9 | 1.2 | -3 | -5 | 2
Cc1ccc(-c2csc3nc(CSc4nnc(-c5ccc(Cl)cc5)n4C)[nH]c(=O)c23)cc1 | -3 | -1 | 0 | 1.9 | nt | 5 | -0.5 | -4 | 2 | -14
Cc1nn(C)c(C(=O)Nc2ccc(Cl)c([N+](=O)[O-])c2)c1Cl | -3 | -1 | 8 | -0.2 | nt | -6 | -4.4 | -8 | -2 | -4
COCc1cc(C)nc2sc(C(=O)Nc3cccc(OC)c3)c(N)c12 | 13 | 13 | 0 | 2.3 | 0.6 | -27 | -0.5 | 9 | 3 | 4
CCN1CCN(S(=O)(=O)c2ccc3[nH]c(=O)oc3c2)CC1 | 1 | 2 | -2 | -0.1 | 1.3 | 2 | 0.7 | 4 | -1 | -11
CCNC(=O)C1CCCN(C(=O)c2ccccc2)CC1 (centres undefined) | nt | -3 | nt | 1.2 | 0.1 | nt | nt | nt | 1 | nt
N#Cc1nc(COc2cccc(Cl)c2)oc1NCc1ccco1 | 5 | -3 | 3 | -0.3 | -0.2 | 12 | -2.0 | 13 | 2 | 0

These rows are one share of the data. The share of hits here may be higher or lower than overall.
